Compound activity deposited in PubChem by several laboratories.
RGS7-Gao reg – regulators of human RGS7-Galphao interaction. binding response (% of control), % at 10 µM. Multiplexed bead flow cytometry, RGS7-Galphao binding; actives lie on both sides. P09471. 0.35% of 220,000 active; in the data active = binding response below about 49% or above about 150%; inconclusive = no clear call, values can overlap the other calls; inactive = in between;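 also: fluorescent Galphao held in activated GDP-AlF4 state binding bead-coupled RGS7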
Bim-Bfl-1 – inhibitors of Bim-Bfl-1 interaction, human; Q16548; Bead-based flow cytometry, Bim-Bfl-1 binding inhibition; inhibition, % at 10 µM; 0.12% of 190,000 active;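 also: 0% = wells without compound plus tracer and 100% = blocker peptide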
RGS4-Gao reg – human RGS4-Galphao interaction regulation. Multiplexed bead flow cytometry, RGS4-Galphao binding; actives lie on both sides. binding response (% of control), % at 10 µM. 0.33% of 220,000 active. AID 1415. P09471; in the data active = binding response below about 49% or above about 150%; inactive = in between;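 also: fluorescent Galphao activated with aluminum fluoride binding bead-coupled RGS4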
Mcl-1 Bim block – disrupts Bim peptide binding to human Mcl-1; Q07820; Bead-based flow cytometry, Bim peptide-Mcl-1 binding; inhibition, % at 10 µM; 0.1% of 190,000 active; AID 1009;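 also: 0% = no compound tracer wells and 100% = peptide blocker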
Bcl-2 Bim block – inhibitors of Bim-Bcl-2 interaction, human; P10415; 0.06% of 190,000 active; Bead-based flow cytometry, Bim peptide-Bcl-2 binding; inhibition, % at 10 µM; in the data active = inhibition above about 40%; inconclusive = no clear call, values can overlap the other calls;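 also: 0% = no compound wells with probe peptide and 100% = reference peptide inhibitor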
Target sequence (P10415 whole entry, looked up): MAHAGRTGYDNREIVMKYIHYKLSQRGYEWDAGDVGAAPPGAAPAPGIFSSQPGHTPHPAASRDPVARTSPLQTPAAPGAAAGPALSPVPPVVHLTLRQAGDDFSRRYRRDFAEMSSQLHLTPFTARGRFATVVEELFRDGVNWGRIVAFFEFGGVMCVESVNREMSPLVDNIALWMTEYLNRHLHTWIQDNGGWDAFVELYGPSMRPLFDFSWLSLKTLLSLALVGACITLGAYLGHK
Mcl1-Bid inh – disrupts binding of human Mcl-1 to Bid peptide | Q07820 | 0.97% of 220,000 active | TR-FRET Mcl-1/Bid-Dy647 peptide binding, 1536-well | inhibition, % at 21.7 µM;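 active = compounds that cut the binding signal by more than half at the single screening dose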;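 also: His-tagged Mcl-1 with europium anti-His antibody binding Bid BH3 peptide; 0% = Mcl-1 plus peptide wells and 100% = peptide-only wells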
GSH fluor – GSH bead compound fluorescence profile; GSH beads flow cytometry, compound fluorescence 488/530 nm; active compounds read high; fluorescence (KMESF) at 10 µM; 0.25% of 190,000 active; in the data active = fluorescence above about 89;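 also: glutathione beads carrying GST-tagged Bcl family fusion proteins plus one bare bead set; values are compound well signal with DMSO vehicle wells as background; inactives centre near 16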
Bim-Bcl-XL – disrupts Bim peptide binding to human Bcl-XL. bead flow cytometry, fluorescence. inhibition, % at 10 µM. 0.04% of 190,000 active. AID 1007
Target sequence (Q07817 whole entry, looked up): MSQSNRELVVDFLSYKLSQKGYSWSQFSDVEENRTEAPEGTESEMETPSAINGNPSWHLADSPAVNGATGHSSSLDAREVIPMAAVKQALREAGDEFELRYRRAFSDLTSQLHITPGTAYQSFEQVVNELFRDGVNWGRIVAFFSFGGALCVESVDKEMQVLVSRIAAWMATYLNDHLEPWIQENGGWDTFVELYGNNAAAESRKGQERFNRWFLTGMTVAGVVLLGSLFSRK
Bcl-B Bim block – human Bim-Bcl-B interaction inhibition. Q9HD36. bead-based flow cytometry, Bim peptide-Bcl-B binding. inhibition, % at 10 µM. 0.073% of 190,000 active;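 also: 0% = tracer peptide without compound and 100% = reference inhibitor peptide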
Target sequence (Q9HD36 whole entry, looked up): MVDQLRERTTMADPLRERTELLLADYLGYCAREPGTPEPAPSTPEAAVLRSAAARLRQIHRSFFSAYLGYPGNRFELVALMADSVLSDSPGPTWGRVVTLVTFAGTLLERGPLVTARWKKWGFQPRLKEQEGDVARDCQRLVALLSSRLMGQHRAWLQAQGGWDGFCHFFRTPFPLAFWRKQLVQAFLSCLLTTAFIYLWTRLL
Bcl-W Bim block – disrupts Bim peptide binding to human Bcl-W. bead-based flow cytometry. inhibition, % at 10 µM. 0.02% of 190,000 active. Q92843;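 also: 0% = bound tracer without compound and 100% = peptide blocker; higher means less fluorescent Bim peptide bound to Bcl-W beads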
Target sequence (Q92843 whole entry, looked up): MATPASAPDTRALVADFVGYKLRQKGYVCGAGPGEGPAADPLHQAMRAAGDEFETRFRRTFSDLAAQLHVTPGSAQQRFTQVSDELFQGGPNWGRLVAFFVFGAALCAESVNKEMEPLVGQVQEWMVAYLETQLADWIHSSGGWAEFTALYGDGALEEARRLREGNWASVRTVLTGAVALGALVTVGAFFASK
RGS8-Gao – modulates binding of RGS8 to human Galphao. P09471. multiplexed bead flow cytometry; actives lie on both sides. response (percent of control binding), % at 10 µM. 0.34% of 220,000 active. AID 1423; in the data active = response below about 60% or above about 140%; inactive = in between;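 also: Galphao activated as the GDP aluminium fluoride complex binding bead-coupled RGS8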
Numbers without * were called inactive; ? = inconclusive; . = no result given. Rule as the data show it, unless noted: active = inhibition above about 40%. These rows are one share of the data (hit frequency here may not be typical).

SMILES	RGS7-Gao reg	Bim-Bfl-1	RGS4-Gao reg	Mcl-1 Bim block	Bcl-2 Bim block	Mcl1-Bid inh	GSH fluor	Bim-Bcl-XL	Bcl-B Bim block	Bcl-W Bim block	RGS8-Gao
Cc1ccc(S(=O)(=O)NP(=O)(Oc2ccccc2)Oc2ccccc2)cc1	96.3	-2.0	99.5	2.0	3.0	-5.4	13	1.0	0.0	1.0	94.1
O=C(CN1CCCCC1)Nc1ccc(Br)cc1C(=O)c1ccccc1Cl	96.9	0.0	92.7	1.0	3.0	-16.0	8	-2.0	-2.0	-2.0	98.1
CN1CC(C(=O)c2ccc(Cl)cc2)C(c2ccccc2F)C1 (stereo not given)	103.5	-8.0	101.1	0.0	-4.0	-51.9	20	-1.0	-1.0	-1.0	101.7
O=P(Nc1ccccc1)(Nc1ccccc1)Oc1ccc(Cl)cc1	97.3	-2.0	98.7	-5.0	-4.0	-9.3	21	0.0	-4.0	-2.0	99.9
CN1C(=O)C(=Cc2cc([N+](=O)[O-])ccc2N2CCCCC2)C(=O)N(C)C1=O	92.1	-3.0	99.2	-1.0	-4.0	-16.9	26	-3.0	-4.0	0.0	98.1
COCc1ccc(CN2CCCC(C(=O)c3sccc3C)C2)o1 (stereo not given)	103.0	-3.0	100.2	-1.0	-1.0	-13.8	12	-1.0	0.0	-2.0	99.6
O=P(/C(=N/O)N1CCCCC1)(N1CCOCC1)N1CCOCC1	100.2	-9.0	102.0	3.0	-1.0	-5.2	5	-4.0	-4.0	0.0	102.8
CC1CC(OP(O)(=S)c2ccc(N(C)C)cc2NC(=O)c2cccs2)CC(C)(C)C1 (stereo not given)	95.5	18.0	98.7	-10.0	-5.0	-11.9	24	-11.0	-66.0	-2.0	95.9
CN1c2ccc([N+](=O)[O-])cc2CC2(C(=O)NC(=O)N(c3ccc(Br)cc3)C2=O)C1c1ccccc1 (stereo not given)	96.9	0.0	98.7	-4.0	1.0	-40.8	11	-4.0	8.0	0.0	115.8
COc1ccc(/C=C2\C(=O)NC(=S)N(C)C2=O)cc1C	107.9	0.0	106.0	1.0	0.0	-5.0	15	-1.0	-1.0	1.0	95.3
c1cncc(C2CC(c3cccs3)n3ncnc3N2)c1 (stereo not given)	91.6	2.0	87.5	-6.0	0.0	-15.9	3	0.0	-5.0	1.0	89.3
COC(=O)c1ccc(N2C(=O)CC(N3CCC(n4c(=O)[nH]c5ccccc54)CC3)C2=O)cc1 (stereo not given)	103.6	-2.0	100.9	-3.0	-2.0	-11.2	28	-2.0	-4.0	-2.0	106.2
O=C1/C(=C/c2cc3c(cc2Cl)OCO3)N2CCC1CC2	98.3	-15.0	101.0	-2.0	-7.0	-13.9	11	-4.0	-8.0	-1.0	100.2
COc1ccc(-n2c(Cc3cccc([N+](=O)[O-])c3)nc3ccccc3c2=O)cc1	101.1	0.0	98.2	-3.0	-5.0	-7.1	6	-5.0	-5.0	-2.0	100.9
Cc1ccc(-c2nc3ccccc3c(=O)n2-c2cc(C)ccn2)cc1	101.4	-3.0	105.2	-4.0	-5.0	-0.2	13	0.0	-6.0	-3.0	103.2
c1ccc(CC(NCc2ccco2)c2ccccc2)cc1 (stereo not given)	103.1	-2.0	102.4	0.0	0.0	-27.8	9	-3.0	0.0	2.0	104.9
O=c1[nH]c2ccccc2c(=O)n1-c1ccc(Cl)cc1Cl	101.2	-8.0	101.2	-1.0	0.0	-18.6	58	-4.0	-4.0	0.0	101.6
CCCCCn1c(=O)c(C(=O)Nc2nc(CC(=O)OCC)cs2)c(O)c2ccccc21	102.2	.	101.5	.	?	-4.4	96*	.	.	.	103.2
O=c1c2ccccc2nc(-c2cccs2)n1-c1ccccc1	102.6	-17.0	97.9	-5.0	-12.0	-29.9	38	-7.0	-9.0	0.0	99.7
Cc1ccc(N2C(=O)NC(=O)/C(=C\c3ccc([N+](=O)[O-])o3)C2=O)cc1	?	11.0	105.0	0.0	8.0	17.0	13	2.0	1.0	8.0	102.8
O=C(CN1CC(c2ccccc2)CC1=O)NCc1ccc(F)cc1 (stereo not given)	100.5	-2.0	97.0	-6.0	-5.0	8.2	13	-6.0	-7.0	-6.0	95.3
OC1CCCCC1N1CCC(c2ccccc2)CC1 (stereo not given)	103.3	-1.0	101.2	0.0	3.0	2.2	21	0.0	-5.0	0.0	102.1
O=C1CN=C(c2ccccc2)c2ccccc2N1Cc1ccc(C(F)(F)F)cc1	91.1	-1.0	94.0	0.0	-2.0	-15.3	16	0.0	-1.0	1.0	92.4
COc1ccc(CCn2c(O)c(C=NCCCn3ccnc3)c(=O)[nH]c2=O)cc1OC	93.2	-2.0	96.7	0.0	0.0	-24.4	18	-12.0	0.0	-8.0	103.5
C=CCn1c(O)c(/C=N/N2CCOCC2)c(=O)[nH]c1=S	102.6	3.0	101.0	-1.0	-3.0	-18.5	10	-2.0	-4.0	-4.0	100.3

Additional results.
SMILES	RGS7-Gao reg	Bim-Bfl-1	RGS4-Gao reg	Mcl-1 Bim block	Bcl-2 Bim block	Mcl1-Bid inh	GSH fluor	Bim-Bcl-XL	Bcl-B Bim block	Bcl-W Bim block	RGS8-Gao
CCC(C)NC(=O)CN1C(=O)CN=C(c2ccccc2)c2ccccc21 (stereo not given)	96.7	-5.0	101.4	0.0	-1.0	-27.7	12	0.0	-2.0	-1.0	102.0
COCCNC(=O)c1c(NC(=O)c2ccc(Br)o2)n(Cc2ccccc2)c2nc3ccccc3nc12	98.5	13.0	88.7	14.0	12.0	-14.5	17	12.0	-16.0	10.0	90.3
CCOP(=O)(CN(CC)CCNP(=O)(OCC)OCC)OCC	107.2	0.0	102.5	16.0	-4.0	7.3	7	2.0	3.0	3.0	100.9
CN(C)CP(=O)(Nc1ccccc1)N(C)C (stereo not given)	114.6	-3.0	113.4	-7.0	-6.0	-35.1	44	4.0	-3.0	-5.0	125.0
Oc1c(Cl)cc(Cl)cc1CN1CCN(Cc2ccccc2)CC1	103.3	-9.0	98.6	0.0	-8.0	15.3	27	-2.0	-2.0	1.0	100.1
CCOC(=O)C1CCCCC12C(C#N)=C(N)Oc1n[nH]c(C)c12 (stereo not given)	103.4	-13.0	101.9	1.0	-6.0	-21.6	23	-3.0	-8.0	3.0	101.2
CC(=O)N1CC(=O)Nc2ccc(Cl)cc2C1c1ccc(F)cc1 (stereo not given)	18.9*	-2.0	25.4*	-2.0	0.0	-1.1	12	-4.0	-5.0	-3.0	14.8*
Cn1c(=O)cc(SCC(=O)N2CCC3(CC2)OCCO3)c2ccc(Cl)cc21	95.0	-9.0	97.3	-3.0	1.0	-9.5	21	-1.0	2.0	-5.0	93.4
Cc1ccc(NP(=O)(c2ccccc2)c2nc3ccccc3s2)cc1 (stereo not given)	?	-3.0	101.7	-2.0	-4.0	-19.1	13	-1.0	-2.0	0.0	101.3
CCOC(=O)C(O)(c1ccc(N(CC)C(=O)COc2ccccc2)cc1)C(F)(F)F (stereo not given)	105.8	4.0	109.4	1.0	5.0	-9.9	13	6.0	3.0	5.0	108.5
CCOP(=O)(OCC)C(NC(C)=O)C(Cl)(Cl)Cl (stereo not given)	99.0	-3.0	99.3	0.0	-3.0	-4.0	29	1.0	1.0	1.0	98.5
COc1ccc(CC2(CCc3ccncc3)C(=O)NC(=O)NC2=O)cc1	96.6	0.0	74.8	-6.0	-6.0	-7.7	9	-2.0	-7.0	2.0	92.2
CCOC(=O)C1(CCOc2ccccc2)CCN(C2Cc3ccccc3C2)CC1	101.2	-5.0	103.7	0.0	-1.0	-27.1	22	-3.0	-2.0	-1.0	102.3
Cc1cccnc1NC1=NCC(C)S1 (stereo not given)	101.3	-20.0	101.1	-4.0	-11.0	-7.0	33	-12.0	-11.0	-1.0	102.5
O=c1[nH]c(=O)n(Cc2ccccc2)c(O)c1C=NCCN1CCNCC1	98.2	-7.0	99.5	0.0	-5.0	-2.1	32	-4.0	-4.0	1.0	101.2
CC(C(=O)O)N(C(=O)c1ccccc1)c1ccc(F)c(Cl)c1 (stereo not given)	99.3	-4.0	93.8	0.0	-2.0	-4.0	13	-4.0	-2.0	1.0	97.3
CCC12CN3CCN(CC(C3)/C1=N/NC(=O)c1ccncc1)C2	98.1	-2.0	96.7	-3.0	-3.0	-12.2	13	-2.0	-2.0	-2.0	99.8
O=C(c1ccc(N2CC3CC(C2)c2cccc(=O)n2C3)c([N+](=O)[O-])c1)N1CCCCC1 (stereo not given)	103.6	-5.0	104.5	-2.0	-2.0	-14.3	9	-6.0	-4.0	0.0	105.8
Fc1ccc(C2NCCc3[nH]cnc32)cc1 (stereo not given)	102.8	-13.0	104.7	-5.0	-6.0	-11.3	20	-11.0	-14.0	-5.0	103.6
c1ccc(CNC2=NCCS2)cc1	101.1	0.0	101.8	0.0	1.0	20.1	18	0.0	1.0	-1.0	104.1
O=c1c2ccccc2nc(-c2ccccc2)n1-c1ccncc1	99.4	-12.0	102.2	-2.0	-9.0	0.1	24	-14.0	-5.0	-2.0	103.4
Cc1ccc(-n2c(/C=C/c3ccc4c(c3)OCO4)nc3ccccc3c2=O)cc1	98.2	-6.0	100.8	-2.0	-3.0	-11.9	9	-4.0	0.0	-1.0	107.0
CCOP(=O)(OCC)C(NC(=O)c1ccccc1C)C(Cl)(Cl)Cl (stereo not given)	101.3	-8.0	102.7	-3.0	-4.0	-18.5	12	-8.0	-5.0	-6.0	100.7
O=C(CN1CC(c2ccccc2)CC1=O)Nc1cccc(F)c1 (stereo not given)	110.9	1.0	111.7	0.0	0.0	-5.1	16	0.0	1.0	0.0	109.8
CC1CCCC(NC(=O)COC(=O)Cc2ccccc2)C1C (stereo not given)	107.3	-8.0	108.4	-9.0	-10.0	1.7	37	0.0	-11.0	-4.0	91.0

Next entries follow:
SMILES	RGS7-Gao reg	Bim-Bfl-1	RGS4-Gao reg	Mcl-1 Bim block	Bcl-2 Bim block	Mcl1-Bid inh	GSH fluor	Bim-Bcl-XL	Bcl-B Bim block	Bcl-W Bim block	RGS8-Gao
CCC(C#N)(CC)P(=S)(c1ccccc1)c1ccccc1	95.3	-13.0	95.9	1.0	-3.0	-15.3	12	0.0	1.0	2.0	99.3
O=c1[nH]c(=O)n(Cc2ccccc2)c(O)c1C=Nc1ccc(CN2CCOCC2)cc1	92.8	-4.0	97.3	-6.0	-3.0	6.5	17	-9.0	-4.0	-7.0	89.0
Cc1cc(N2C(=O)C3CCCN3C2c2sccc2C)no1 (stereo not given)	102.8	-14.0	102.0	-6.0	5.0	-25.8	29	0.0	0.0	-3.0	92.8
CC(C)[N+](C)(CCC(C(N)=O)(c1ccccc1)c1ccccc1)C(C)C	97.3	0.0	103.7	0.0	0.0	-11.8	67	-1.0	0.0	0.0	101.4
Cc1cccc(CN2CCCC(C(=O)c3cccc(OC(C)C)c3)C2)n1 (stereo not given)	89.1	-9.0	91.6	0.0	-3.0	-5.0	13	-1.0	-3.0	-3.0	96.4
CCC(=O)c1cn(Cc2ccccc2)c2ccccc12	96.8	-7.0	100.1	-3.0	-4.0	-17.1	12	0.0	-5.0	-3.0	99.7
CC(=NCC1CCCO1)c1c(O)n(Cc2ccccc2)c(=O)[nH]c1=O (stereo not given)	97.5	-10.0	103.9	0.0	-7.0	2.0	39	-1.0	-6.0	1.0	100.5
